ERp5 block: blocks human ERp5 reductase activity on insulin | Q15084 | ERp5 insulin aggregation, absorbance 650 nm, 90 min | inhibition, % at 9.99 µM | 0.05% of 350,000 active;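 active = mean replicate inhibition above about 25%, with every replicate also reaching it, limit read from the data, passing the limit was not always enough; inconclusive = only one of those two criteria met; inactive = neither criterion met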
PglD inh: blocks C. jejuni PglD acetyltransferase activity; AID 602405; inhibition, % at 12.5 µM; 0.098% of 360,000 active; purified PglD enzyme, DTNB colorimetric CoA detection; in the data active = inhibition above about 16%, passing the limit was not always enough; inconclusive = no clear call, values can overlap the other calls; note: strong numbers were not always called active
S100A4 inh HTS: S100A4-myosin IIA interaction inhibition. P26447. S100A4/TAMRA-MyoIIA peptide fluorescence polarization. inhibition, % at 10.7 µM. 0.14% of 360,000 active. AID 652163;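 active = mean inhibition of at least 70% across replicates, with every replicate also reaching that level; inconclusive = mean inhibition reaches 70% but some replicates fall short; inactive = mean inhibition below 70%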
Target sequence (P26447 whole entry, looked up): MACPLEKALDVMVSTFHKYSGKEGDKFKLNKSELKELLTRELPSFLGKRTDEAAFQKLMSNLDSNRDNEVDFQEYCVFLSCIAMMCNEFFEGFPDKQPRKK
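assay system = human S100A4 monomer with TAMRA-labelled myosin IIA peptide | also added = labelled myosin peptide probe, 5 nM | incubation = 5 min between mix addition and reading | control set = DMSO and TFP controls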
C2C12 statin: suppressors of simvastatin-induced myotoxicity in C2C12 myotubes. ATP luminescence, 48 h; scaled: DMSO 0, geranylgeraniol control 100. rescue of ATP level, % at 7.49 µM. 0.78% of 330,000 active;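 active = mean ATP rescue above about 67%, or every replicate alone reaching that limit, limit read from the data, passing the limit was not always enough; inconclusive = no clear call, values can overlap the other calls; inactive = mean under the limit and some replicate under it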;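 note: myotubes were challenged with 10 µM simvastatin during compound exposure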
E-sel inducer: E-selectin induction on HUVECs; P16581; HUVEC E-selectin immunofluorescence imaging; normalized: neutral wells 0, TNF-alpha wells 100; activation, % at 7.58 µM; 0.37% of 260,000 active; AID 686992;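 active = mean E-selectin-positive cell signal at least 10% of the positive control, reached in at least 60% of replicates, without over 20% cell loss; inconclusive = no rule given, readout overlaps actives, possibly toxicity-flagged; inactive = the rest, including those meeting only one limit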;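 note: in these data hits start at about 27%; measured in HUVEC primary endothelial cells; signal is the percent of cells scored E-selectin positive by PE staining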
Target sequence (P16581 whole entry, looked up): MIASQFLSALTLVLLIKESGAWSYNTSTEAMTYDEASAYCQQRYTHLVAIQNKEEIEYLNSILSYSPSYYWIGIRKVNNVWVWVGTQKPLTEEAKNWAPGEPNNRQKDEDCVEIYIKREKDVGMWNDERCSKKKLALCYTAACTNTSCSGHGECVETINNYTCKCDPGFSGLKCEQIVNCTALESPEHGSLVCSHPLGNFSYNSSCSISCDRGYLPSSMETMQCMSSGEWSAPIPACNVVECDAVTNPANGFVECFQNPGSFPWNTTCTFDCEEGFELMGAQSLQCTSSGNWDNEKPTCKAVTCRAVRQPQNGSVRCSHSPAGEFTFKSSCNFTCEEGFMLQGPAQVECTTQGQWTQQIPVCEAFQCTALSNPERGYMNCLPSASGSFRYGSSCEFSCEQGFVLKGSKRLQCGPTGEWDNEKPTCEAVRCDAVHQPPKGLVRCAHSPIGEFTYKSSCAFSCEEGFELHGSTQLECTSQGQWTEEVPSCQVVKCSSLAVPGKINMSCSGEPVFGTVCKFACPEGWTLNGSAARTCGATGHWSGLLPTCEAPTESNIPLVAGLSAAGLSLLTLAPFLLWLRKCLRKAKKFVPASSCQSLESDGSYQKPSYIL
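Assay system: HUVEC primary endothelial cells. Input: 3,000 HUVEC seeded per well. Doses: one compound dose added by pin transfer. Read-out basis: % PE-positive cells. Benchmarks: TNF-alpha high, DMSO low. Detection: immunofluorescence imaging. Buffer or medium: EGM-2, gelatin.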
SIRT5 inh: blocks human SIRT5 desuccinylation of peptide. Q9NXA8. Purified SirT5, succinyl-peptide AMC, trypsin-coupled fluorescence. inhibition, % at 15 µM. 1.1% of 330,000 active; in the data active = inhibition above about 15%; inconclusive = no clear call, values can overlap the other calls
Target sequence (Q9NXA8 whole entry, looked up): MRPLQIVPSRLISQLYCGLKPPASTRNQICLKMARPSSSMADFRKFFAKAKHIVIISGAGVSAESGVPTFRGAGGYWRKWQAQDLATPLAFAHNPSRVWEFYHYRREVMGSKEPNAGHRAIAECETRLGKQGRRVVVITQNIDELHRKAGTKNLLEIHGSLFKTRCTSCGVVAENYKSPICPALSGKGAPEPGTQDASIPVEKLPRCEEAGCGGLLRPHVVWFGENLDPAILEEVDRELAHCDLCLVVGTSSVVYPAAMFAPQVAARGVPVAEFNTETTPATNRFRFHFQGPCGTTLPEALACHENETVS
DENV2 CPE rescue: DENV2-induced cell death inhibition. DENV2-infected cells, cytopathic effect rescue, plate reader. CPE inhibition, % at 9.99 µM. 1.7% of 350,000 active; in the data active = CPE inhibition above about 20%, passing the limit was not always enough; inconclusive = no clear call, values can overlap the other calls; tested in BHK-21 cells;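 note: 0% = median of neutral control wells and 100% = median of positive control wells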
Active calls of the source: *. An excerpt, so the mix of outcomes need not match the whole.

Sample of the layout:
N#Cc1cccc(NC(=O)COC(=O)CCc2ccc(S(=O)(=O)N3CCOCC3)cc2)c1 was read as PglD inh 0.9, S100A4 inh HTS 0.5, C2C12 statin 17.6, E-sel inducer -1.8, SIRT5 inh -1.8 and DENV2 CPE rescue -6.3.
Screening COc1ccc(NC(=O)C(C)N2C(=O)c3ccccc3C2=O)c(OC)c1 (stereo not given) returned ERp5 block -1.5, PglD inh -0.3, S100A4 inh HTS 0.2, C2C12 statin 4.4, E-sel inducer 0.3, SIRT5 inh -4.9 and DENV2 CPE rescue -0.5.
`C[C@@H]1CN([C@H](C)CO)C(=O)c2cc(NC(=O)CCCN(C)C)ccc2O[C@@H](C)CCCCO[C@H]1CN(C)Cc1ccc2c(c1)OCO2` gave ERp5 block -4.7, PglD inh 5.1, S100A4 inh HTS -10.5, C2C12 statin 4.0, E-sel inducer -0.1, SIRT5 inh -3.0 and DENV2 CPE rescue -13.6.

The list itself, previewed entries included:
N#Cc1cccc(NC(=O)COC(=O)CCc2ccc(S(=O)(=O)N3CCOCC3)cc2)c1 was read as PglD inh 0.9, S100A4 inh HTS 0.5, C2C12 statin 17.6, E-sel inducer -1.8, SIRT5 inh -1.8 and DENV2 CPE rescue -6.3.
Screening COc1ccc(NC(=O)C(C)N2C(=O)c3ccccc3C2=O)c(OC)c1 (stereo not given) returned ERp5 block -1.5, PglD inh -0.3, S100A4 inh HTS 0.2, C2C12 statin 4.4, E-sel inducer 0.3, SIRT5 inh -4.9 and DENV2 CPE rescue -0.5.
`C[C@@H]1CN([C@H](C)CO)C(=O)c2cc(NC(=O)CCCN(C)C)ccc2O[C@@H](C)CCCCO[C@H]1CN(C)Cc1ccc2c(c1)OCO2` gave ERp5 block -4.7, PglD inh 5.1, S100A4 inh HTS -10.5, C2C12 statin 4.0, E-sel inducer -0.1, SIRT5 inh -3.0 and DENV2 CPE rescue -13.6.
For COc1ccc(NC(=O)Nc2ccc3c(c2)C(=O)N([C@@H](C)CO)C[C@@H](C)[C@H](CN(C)C(=O)Nc2ccccc2)OCCCC[C@@H](C)O3)cc1 the results were ERp5 block -0.8, PglD inh 0.4, S100A4 inh HTS -1.3, C2C12 statin -23.0, SIRT5 inh 11.3 and DENV2 CPE rescue 1.4.
For CC(=O)c1cccc(NC(=O)CN2C(=O)NC(C)(C)C2=O)c1 the results were ERp5 block -12.3, PglD inh 1.1, S100A4 inh HTS 0.0, C2C12 statin 8.8, SIRT5 inh 0.5 and DENV2 CPE rescue -3.3.
`CCOC(=O)c1ccccc1NC(=O)C1CCCO1` (stereo not given) gave ERp5 block 3.3, PglD inh -0.2, S100A4 inh HTS 0.3, C2C12 statin 1.2, SIRT5 inh -0.7 and DENV2 CPE rescue -1.3.
O=C(NCCS(=O)(=O)c1ccc(Br)cc1)c1ccc(Cl)cc1 was read as ERp5 block -1.5, PglD inh -0.2, S100A4 inh HTS -4.9, C2C12 statin 0.0, E-sel inducer -0.2, SIRT5 inh -6.2 and DENV2 CPE rescue 12.9.
Screening Cc1ccc(Nc2n[nH]c(=S)s2)cc1 returned ERp5 block 3.4, PglD inh -1.0, S100A4 inh HTS 2.6, C2C12 statin -7.5, E-sel inducer 0.2, SIRT5 inh 0.5 and DENV2 CPE rescue 1.8.
`Cc1ccccc1-n1ncc(C(C)NS(=O)(=O)c2sccc2C)c1C` (stereo not given) gave ERp5 block 1.5, PglD inh 4.2, S100A4 inh HTS -0.6, C2C12 statin 7.4, E-sel inducer 0.0, SIRT5 inh -1.4 and DENV2 CPE rescue -5.9.
Screening CC(C(=O)N1CCc2ccccc2C1)N(c1ccccc1)S(C)(=O)=O (stereo not given) returned ERp5 block 3.0, PglD inh 4.4, S100A4 inh HTS -2.8, C2C12 statin -2.0, SIRT5 inh 0.5 and DENV2 CPE rescue 1.2.
Screening O=C(C[C@@H]1C[C@@H]2c3cc(NC(=O)C4CCC4)ccc3O[C@@H]2[C@@H](CO)O1)NC1CCCCC1 returned ERp5 block 1.1, PglD inh -0.7, S100A4 inh HTS -3.0, C2C12 statin -6.7, E-sel inducer -0.3, SIRT5 inh -3.5 and DENV2 CPE rescue 5.2.
`CC=Cc1ccc2n(c1=O)C[C@H]1[C@H](CO)[C@@H](C(=O)NCCC)[C@@H]2N1Cc1ccccc1` (mixture of isomers) gave ERp5 block -4.0, PglD inh -1.8, S100A4 inh HTS -16.4, C2C12 statin 16.0, E-sel inducer -0.4, SIRT5 inh -6.1 and DENV2 CPE rescue -7.0.
For Cn1nc(C(=O)Nc2nc(-c3ccccn3)cs2)c2ccccc2c1=O the results were ERp5 block 1.1, PglD inh -1.2, S100A4 inh HTS -5.3, C2C12 statin -0.9, SIRT5 inh -1.8 and DENV2 CPE rescue inconclusive.
`CN1[C@@H]2Cn3c(ccc(-c4cccc(F)c4)c3=O)[C@H]1[C@@H](C(=O)NCc1ccccc1)[C@@H]2CO` gave ERp5 block -3.6, PglD inh -2.6, S100A4 inh HTS 4.8, C2C12 statin 9.5, E-sel inducer 0.3, SIRT5 inh -5.0 and DENV2 CPE rescue -6.6.
Screening O=C(NCCc1ccccc1)c1ccc(S(=O)(=O)N2CCCC2)cc1 returned ERp5 block -2.6, PglD inh 0.8, S100A4 inh HTS 0.8, C2C12 statin 6.2, SIRT5 inh -4.8 and DENV2 CPE rescue 13.6.
Screening Cc1[nH]n(-c2ccccc2)c(=O)c1C(C[N+](=O)[O-])c1ccc(Cl)cc1 (stereo not given) returned PglD inh -2.3, C2C12 statin -2.8 and E-sel inducer -1.8.
N/C(=N\OC(=O)c1cccnc1)c1ccc(Cl)cc1Cl was read as ERp5 block -1.6, S100A4 inh HTS 0.7, SIRT5 inh -4.9 and DENV2 CPE rescue 4.8.
CC(=O)c1sc2nsc(SCCN3CCOCC3)c2c1N was read as ERp5 block 5.5, PglD inh 1.0, S100A4 inh HTS -0.6, SIRT5 inh 0.7 and DENV2 CPE rescue 0.5.
Cc1ccc(NC(=O)COc2ccc(/C(N)=N/O)cc2)cc1C was read as ERp5 block -0.7, PglD inh 1.5, S100A4 inh HTS 1.1, C2C12 statin 4.3 and SIRT5 inh 4.1.
For CCOC(=O)c1c(NC(=O)C(=O)N/N=C(\C)c2ccc(OC)cc2)sc2c1CCCCC2 the results were ERp5 block 0.4, PglD inh -4.9, S100A4 inh HTS 0.6, SIRT5 inh -0.1 and DENV2 CPE rescue 3.6.
`O=C(CSc1nc2ccccc2c(=O)n1Cc1ccco1)NCCN1C(=O)CSC1=O` gave ERp5 block 3.4, PglD inh -4.0, S100A4 inh HTS -4.5, E-sel inducer 0.4 and SIRT5 inh -11.1.
Screening COc1ccc(NC(=O)N(C)C[C@H]2OCCCC[C@H](C)Oc3ccc(N(C)C)cc3C(=O)N([C@H](C)CO)C[C@H]2C)cc1 returned ERp5 block 0.7, PglD inh 0.0, S100A4 inh HTS 3.6, C2C12 statin 57.2, E-sel inducer 0.9, SIRT5 inh -2.6 and DENV2 CPE rescue -11.0.
`Cc1cc(=O)oc2cc(OCC(=O)N3CCN(c4ccccc4)CC3)c(Cl)cc12` gave ERp5 block 1.9, PglD inh 1.1, S100A4 inh HTS -3.1, C2C12 statin -8.3, SIRT5 inh -6.4 and DENV2 CPE rescue -5.0.
`CCNC(=O)NC(=O)C(C)OC(=O)C(C)(C)Oc1ccc(Cl)cc1` (stereo not given) gave ERp5 block 1.0, S100A4 inh HTS -0.4, SIRT5 inh 1.1 and DENV2 CPE rescue -4.6.
O=C(CCc1nc2ccccc2c(=O)[nH]1)NNC(=O)COc1cccc(F)c1 was read as ERp5 block -0.1, PglD inh 3.0, S100A4 inh HTS 8.2, C2C12 statin -3.0, E-sel inducer -1.7, SIRT5 inh -1.4 and DENV2 CPE rescue -8.2.
Screening Cc1ccccc1Nc1n[nH]c(C)c1[N+](=O)[O-] returned ERp5 block 5.8, PglD inh 0.5, S100A4 inh HTS 9.3, E-sel inducer -2.5, SIRT5 inh -1.0 and DENV2 CPE rescue 1.0.
Cc1ccc(S(=O)(=O)N(C)C[C@H]2OCCCC[C@H](C)Oc3ccc(NS(C)(=O)=O)cc3C(=O)N([C@H](C)CO)C[C@H]2C)cc1 was read as ERp5 block -0.5, PglD inh -1.0, S100A4 inh HTS 1.6, E-sel inducer 1.1, SIRT5 inh 1.5 and DENV2 CPE rescue 15.3.
`CN(CC(=O)Nc1ccccc1Br)C(=O)CN1CCN(c2ccccc2Cl)CC1` gave ERp5 block 5.9, PglD inh 4.3, S100A4 inh HTS -2.2, C2C12 statin -6.6, E-sel inducer -0.2, SIRT5 inh -1.3 and DENV2 CPE rescue -3.0.
For CCC(C)NS(=O)(=O)c1ccc(NC(=O)C2CCN(C(=O)c3ccco3)CC2)cc1 (stereo not given) the results were ERp5 block 3.5, PglD inh -1.6, S100A4 inh HTS -2.5, C2C12 statin 7.4, SIRT5 inh -3.4 and DENV2 CPE rescue 0.6.
Screening COc1ccc(C(C)(O)c2nc(-c3ccc4c(c3)OCO4)cs2)cc1 (stereo not given) returned ERp5 block 2.2, PglD inh -2.0, S100A4 inh HTS 2.3, C2C12 statin -3.3, E-sel inducer 0.3, SIRT5 inh 1.7 and DENV2 CPE rescue 3.1.
For CCOC(=O)C1(CCCc2ccccc2)CCN(C(=O)c2ccoc2)CC1 the results were ERp5 block 1.5, PglD inh -0.7, S100A4 inh HTS -1.0, C2C12 statin -4.0, E-sel inducer -0.7, SIRT5 inh 1.8 and DENV2 CPE rescue 2.8.
For CCCCN1C(=O)C(=O)N(CC(=O)Nc2ccccc2C(=O)OCC)C1=O the results were ERp5 block 0.8, PglD inh 2.6, S100A4 inh HTS -1.7, SIRT5 inh -8.6 and DENV2 CPE rescue -2.6.
COc1cccc(C(=O)NCCNC(=O)c2cnccn2)c1 was read as ERp5 block -6.1, PglD inh 5.6, S100A4 inh HTS 5.0, C2C12 statin 3.9, E-sel inducer 0.1, SIRT5 inh 0.6 and DENV2 CPE rescue -1.8.
For COc1cc(COC(C)=O)ccc1OC(C)=O the results were ERp5 block -4.6, S100A4 inh HTS -1.2, SIRT5 inh 0.5 and DENV2 CPE rescue 1.1.
O=C(C1CCOCC1)N1CC(=O)N2[C@@H](CO)[C@H](c3ccc(C#Cc4cccc(F)c4)cc3)[C@@H]2C1 was read as ERp5 block -3.5, S100A4 inh HTS 2.8, E-sel inducer -0.1, SIRT5 inh -1.1 and DENV2 CPE rescue 3.0.
`Cc1oc(C(=O)O)cc1COc1cccc2ccccc12` gave ERp5 block 1.7, PglD inh 3.0, S100A4 inh HTS -3.1, C2C12 statin 21.0, E-sel inducer 0.0, SIRT5 inh -2.8 and DENV2 CPE rescue -2.7.
`COc1cc(/C=N/Nc2ccccc2[N+](=O)[O-])cc(OC)c1O` gave ERp5 block -7.5, PglD inh -5.1, S100A4 inh HTS 1.4, C2C12 statin 1.6, E-sel inducer 2.5, SIRT5 inh 0.2 and DENV2 CPE rescue -0.1.
`C/C(=C\c1ccco1)C1C(C#N)=C(N)Oc2n[nH]c(-c3ccc(C)cc3)c21` (stereo not given) gave ERp5 block 4.0, PglD inh 0.1, S100A4 inh HTS 13.9, C2C12 statin 16.6, SIRT5 inh 5.3 and DENV2 CPE rescue -2.9.
Screening COc1ccc2c3c(n(C)c2c1)[C@H](CO)NCC31CN(CC2CCOCC2)C1 returned ERp5 block -1.3, S100A4 inh HTS -2.3, E-sel inducer 0.2, SIRT5 inh -3.4 and DENV2 CPE rescue -4.0.
Screening CN(C)CCCN(C(=O)C1COc2ccccc2O1)c1nc2cc3c(cc2s1)OCO3 (stereo not given) returned ERp5 block 2.4, PglD inh -7.2, S100A4 inh HTS -0.3, C2C12 statin -3.5, E-sel inducer -0.3, SIRT5 inh -0.6 and DENV2 CPE rescue 14.0.
Screening COc1ccc(CNS(=O)(=O)c2ccc(F)c(C(=O)Nc3ccc(OC)cc3)c2)cc1 returned ERp5 block 3.1, S100A4 inh HTS -0.2, E-sel inducer 2.9, SIRT5 inh -1.9 and DENV2 CPE rescue 14.5.
